Source: PubChem (several laboratories)
RPL19A TOR yeast – modulators of TOR pathway RPL19A-GFP in S. cerevisiae. S. cerevisiae RPL19A-GFP strain, flow cytometry, 3 h; stronger effect = lower value. percent response vs DMSO, % at 10 µM. 330,000 compounds, 0.3% hits;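 active = percent response vs DMSO below 50%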;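 also: median channel GFP fluorescence of the barcoded RPL19A-GFP strain; ratio of sample median GFP to plate DMSO average so 100% = DMSO; lower means less RPL19A-GFP as with rapamycin TOR inhibition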
MEP2-GFP yeast – yeast TOR pathway MEP2-GFP modulation | S. cerevisiae MEP2-GFP strain, flow cytometry GFP, 3 h; 100% = DMSO control level | GFP response vs DMSO, % at 10 µM | 330,000 compounds, 0.51% hits;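 active = GFP response versus DMSO above a set limit, roughly screen mean plus 3 SD, cut at about 180% in these data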;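 also: median GFP fluorescence of the barcode-gated MEP2-GFP cells per well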
procasp7 counter – counter-screen for procaspase-3 activators: activators of human procaspase-7; P55210; recombinant procaspase-7, Ac-DEVD-pNA absorbance 405 nm; D23A/D198A/D206A triple mutant, cannot self-cleave; scale: DMSO 0, 5 µM enzyme 100; activation, % at 8.5 µM; 330,000 compounds, 0.093% hits; AID 463210;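 active = percent activation above the screen-wide mean plus 3 SD, cut at about 25% in these data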
Target sequence (P55210 whole entry D23A/D198A/D206A): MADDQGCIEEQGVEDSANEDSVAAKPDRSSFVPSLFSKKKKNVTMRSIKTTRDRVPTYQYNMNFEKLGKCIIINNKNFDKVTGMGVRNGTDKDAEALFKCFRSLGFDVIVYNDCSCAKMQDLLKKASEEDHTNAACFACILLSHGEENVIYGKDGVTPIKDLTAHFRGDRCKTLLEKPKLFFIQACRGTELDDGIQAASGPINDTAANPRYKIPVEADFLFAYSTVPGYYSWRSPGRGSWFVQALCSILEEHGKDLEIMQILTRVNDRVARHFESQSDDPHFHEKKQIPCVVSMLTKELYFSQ
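buffer or medium = Zinc-free HEPES/NaCl buffer, pH 7.4 | material = Procaspase-7 triple mutant (PC-7 D3A) | input = 2 µM procaspase-7 mutant as dispensed | signal = Epi-absorbance of released pNA at 405 nm, two timepoints | timing = 1 h preincubation, 2 h reaction | replicates = singlicate compound testing | evaluation = % activation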
CIT2 TOR yeast – alters CIT2-GFP fluorescence in TOR pathway yeast screen; S. cerevisiae CIT2-GFP strain, flow cytometry, 3 h; 100 means same as DMSO wells; GFP response vs DMSO, % at 10 µM; 320,000 compounds, 0.065% hits;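 active = GFP response relative to DMSO above a set limit, near the screen mean plus 3 SD, cut at about 150% in these data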;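 also: ratio of well median GFP fluorescence to mean of DMSO wells on the plate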
AHR activator – activates the human aryl hydrocarbon receptor; activation, % at 5 µM; AHR-responsive luciferase reporter cells, luminescence; AID 2796; 320,000 compounds, 2.5% hits; P35869; in the data active = activation above about 47%;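 also: 0% = vehicle wells and 100% = reference agonist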
proCasp3 act – procaspase-3 (human) activation | P42574 | recombinant procaspase-3 D3A, Ac-DEVD-pNA absorbance 405 nm | activation, % at 8.5 µM | 330,000 compounds, 0.11% hits;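 active = activation above the mean of all tested compounds plus 3 SD, cut at about 21% in these data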;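 also: 0% = DMSO alone and 100% = DMSO wells spiked with extra 5 µM PC-3 D3A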
Target sequence (P42574 whole entry D9A/D28A/D175A): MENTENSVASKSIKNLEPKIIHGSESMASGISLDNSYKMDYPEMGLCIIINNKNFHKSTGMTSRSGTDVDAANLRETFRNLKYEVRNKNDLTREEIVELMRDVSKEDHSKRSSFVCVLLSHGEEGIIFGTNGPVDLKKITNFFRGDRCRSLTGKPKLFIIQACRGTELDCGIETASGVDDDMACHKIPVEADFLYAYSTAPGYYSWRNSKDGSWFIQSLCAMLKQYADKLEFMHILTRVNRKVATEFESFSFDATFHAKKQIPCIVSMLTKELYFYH
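Compound: 8.5 µM single point, 0.8% DMSO / Material: Autoprocessing-dead procaspase-3 D3A mutant enzyme / Timing: 1 h preincubation plus 2 h reaction at 25 °C / Medium: Zinc-free HEPES/NaCl buffer with 0.01% Triton X-100 at pH 7.4 / Technique: 405 nm absorbance of p-nitroaniline, reads at 0 and 120 min / Repeats: one well per compound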
AGP1 TOR yeast – modulators of TOR pathway AGP1-GFP in S. cerevisiae. 320,000 compounds, 0.02% hits. S. cerevisiae AGP1-GFP multiplex flow cytometry, 3 h; GFP as percent of DMSO wells. AID 2066. GFP response vs DMSO, % at 10 µM;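 active = GFP response relative to DMSO above a set limit, near screen average plus 3 SD, cut at about 150% in these data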;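 also: median GFP channel fluorescence of the gated AGP1 strain per well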
LAP4-GFP MLPCN – alters LAP4-GFP fluorescence in TOR pathway yeast screen. S. cerevisiae LAP4-GFP multiplex, flow cytometry GFP, 3 h; median GFP as percent of DMSO wells. GFP response vs DMSO, % at 10 µM. 320,000 compounds, 0.34% hits. AID 2023;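 active = GFP response vs DMSO above a set limit, about the screen mean plus 3 SD, cut at about 150% in these data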
Numbers without * were called inactive; x = no result given. This is a random part of the collection; about 3.5% have a hit in one of these screens.

SMILES	RPL19A TOR yeast	MEP2-GFP yeast	procasp7 counter	CIT2 TOR yeast	AHR activator	proCasp3 act	AGP1 TOR yeast	LAP4-GFP MLPCN
CN(CCOc1ccccc1)C(=O)c1cc([N+](=O)[O-])ccc1N1CCOCC1	95.2	104.2	6.2	93.8	-0.7	-4.2	100.6	97.0
Cc1nn(-c2ccccc2)c2c1C1(C(=O)Nc3ccccc31)N1C(=N2)Sc2ccccc21 (stereo unspecified)	102.1	100.9	5.5	99.3	1.4	-2.4	102.1	100.4
Cc1cc(-c2cccs2)c(C#N)c(=S)[nH]1	95.4	101.6	-21.5	88.0	2.5	-12.5	100.6	115.0
CCOC(=O)C(=CNc1cc(C)ccc1C)C(=O)OCC	97.2	103.0	6.1	104.4	1.2	6.8	103.0	89.5
O=C(CCNC(=O)Cn1ccc2ccccc2c1=O)NCCN1CCN(c2cccc(Cl)c2)CC1	107.4	115.3	0.9	119.4	-1.6	-6.1	112.4	118.5
CC1CCN(CC(=O)Nc2ccc(S(=O)(=O)N3CCC(C)CC3)cc2)CC1	109.6	111.9	6.4	106.1	-0.3	0.1	106.8	100.3
COc1cccc(C2/C(=C(\O)c3ccc4c(c3)OCCO4)C(=O)C(=O)N2CCCN2CCOCC2)c1OC (stereo unspecified)	102.0	111.7	4.3	108.8	-2.5	0.0	105.1	101.0
c1ccc(-n2c(SCC3CCCCO3)nnc2-c2cnccn2)cc1 (stereo unspecified)	101.7	109.2	-2.0	103.0	4.1	-9.3	106.0	103.3
Cc1nn(Cc2ccc(C(=O)NC3CCCCC3)o2)c(C)c1Br	101.7	100.0	-6.2	104.9	0.6	2.1	94.8	96.6
Cc1nc(S(=O)(=O)c2cccc(Cl)c2)nc2c1CCC2	104.2	108.3	-2.2	101.7	1.6	0.9	109.5	108.2
CC(=O)Nc1ccc(S(=O)(=O)Nc2ccc(-n3cnnn3)cc2)cc1	101.1	100.7	7.6	93.8	0.5	1.1	99.2	99.5
CC(=O)N1C(C(=O)O)CSC1c1cccc(C)c1 (stereo unspecified)	99.3	92.4	-1.6	93.0	3.1	4.9	115.2	99.7
CCOc1ccc(Nc2cc(C)nc(-n3nc(C)cc3C)n2)cc1	99.3	96.5	-0.5	x	45.3	4.6	95.2	87.6
O=S(=O)(NC1CC1)c1ccc(S(=O)(=O)N(Cc2ccccn2)C2CCCC2)cc1	102.0	100.0	2.1	97.3	-0.6	-1.1	96.5	96.6
CC1(C)NC(=O)N(CC(=O)N2CCN(c3cccc(C(F)(F)F)c3)CC2)C1=O	104.2	103.2	3.1	101.0	-0.9	-8.9	112.0	108.5
COCCN(C(=O)c1ccco1)C(C(=O)NC1CCCC1)c1cccs1 (stereo unspecified)	97.7	98.2	-6.8	95.5	2.7	0.9	x	95.5
CCOc1ccc2oc(=O)cc(CN3CCN(C(=O)c4ccco4)CC3)c2c1	106.9	104.4	-1.8	99.6	5.7	-7.4	98.1	97.0
COc1ccc(C2C=C(c3ccc(C)c(C)c3)Nc3ncnn32)c(OC)c1OC (stereo unspecified)	99.7	94.9	1.9	93.9	4.7	3.9	98.4	108.8
N/C(=N\OC(=O)c1ccccc1Br)c1cccc([N+](=O)[O-])c1	103.4	106.9	-0.2	103.6	18.8	-0.8	92.6	99.6
Cn1ncc(Br)c1NC(=O)CSc1ccc(Cl)cc1	95.1	97.8	10.2	91.6	-1.5	-5.4	103.2	106.8
COc1nc(Nc2cccc(C)c2)nc(N2CCCCC2)n1	96.4	123.0	-0.8	102.2	36.2	2.8	98.7	108.1
CC1(C)C(c2ccccn2)=[N+]([O-])C(C)(C)N1O	97.8	102.8	-3.8	99.0	-1.7	2.7	96.7	101.7
COc1ccc(-n2nc(C(=O)NCc3ccco3)c3ccccc3c2=O)cc1	x	96.3	-8.3	113.6	-2.1	7.5	106.7	101.6
COc1ccc(C(C#N)N2N=C(C)CC2(C)C)cc1OC (stereo unspecified)	94.1	101.8	0.6	116.6	1.1	-7.4	80.2	96.0
CC(=O)c1c(C)[nH]c(C(=O)COC(=O)C2(C)CC2(Cl)Cl)c1C (stereo unspecified)	100.3	111.3	1.4	99.3	-0.5	0.4	101.1	108.9
CCCC(=O)N1CCN(Cc2ccc3c(c2)OCO3)CC1	98.8	94.7	2.5	95.2	1.9	10.7	94.7	87.7
Cc1nc2sc(C(c3ccc(Cl)cc3)N3CCOCC3)c(O)n2n1 (stereo unspecified)	100.6	102.1	-1.7	111.2	1.3	6.3	102.7	102.2
COc1ccccc1C(=O)NNC(=O)C1CC=CCC1 (stereo unspecified)	99.0	95.4	-1.7	97.7	20.1	-2.2	90.6	89.4
Cc1cccc(C)c1OC(=O)C(c1ccccc1)c1ccccc1	104.2	109.0	-5.0	105.8	3.7	-3.1	97.8	89.8
NC(=O)c1nsc(C(=O)N(c2cccc(O)c2)C(C(=O)NC2CCCC2)c2ccc(Cl)cc2)c1N (stereo unspecified)	101.0	100.3	-16.2	112.3	0.0	-7.9	102.3	94.2
COc1ccc(Oc2nccc(OC)c2C#N)cc1	116.8	97.9	6.2	84.8	-3.1	5.8	81.8	77.7
Cc1cc(C)cc(N(CCC#N)C(=O)COC(=O)c2ccc(OCc3c(C)noc3C)cc2)c1	97.4	103.0	-1.7	97.9	-0.1	-5.5	108.3	100.9
CN(C)CCC(=O)NCC1OCCc2ccccc21 (stereo unspecified)	99.8	101.6	7.0	102.4	-2.7	0.0	102.9	96.2
COc1ccc2c(c1)C=C(CN1CCN(C(C)C)C(CCO)C1)CO2 (stereo unspecified)	100.7	103.2	9.0	103.4	-0.1	5.9	107.9	110.7
O=C(O)CSc1nnc(NC(=O)CN2CCOCC2)s1	102.1	106.8	2.4	104.6	0.3	11.2	100.2	95.3
OCCNC(=S)Nc1cc(Cl)cc(Cl)c1	101.8	99.0	-1.4	97.2	1.6	-17.9	104.8	100.3
CCCN1Cc2cccc(C(=O)NCc3ccccc3)c2C1=O	97.9	107.5	-3.8	105.5	3.7	1.9	103.4	104.6
COc1ccc(-c2nn(-c3ccccc3)cc2C(=O)Nc2cccc(C(=O)O)c2)cc1[N+](=O)[O-]	100.1	99.3	-6.7	93.1	-0.9	3.3	96.8	89.4
N#Cc1ccc(Oc2ccc(/C=N/O)cn2)cc1	97.9	101.3	-5.4	93.0	1.3	7.6	101.1	125.1
Cc1cc(C)cc(OCC(=O)OCC(=O)c2c(N)n(C)c(=O)n(C)c2=O)c1	90.9	100.7	4.5	101.3	-0.6	8.9	93.7	98.8
CCOC(=O)c1c(C)[nH]c(C)c1S(=O)(=O)NCCc1ccco1	93.9	93.6	-3.1	92.2	3.2	3.4	92.4	87.5
CCc1ccccc1N1CN(Cc2ccco2)CNC1=S	96.2	98.3	6.5	91.3	0.8	-5.2	95.3	100.7
Cc1ccc(N2C(=O)CN=C2Nc2nc(C)cc(C)n2)cc1	98.7	95.5	2.1	104.7	29.4	0.4	107.6	124.9
COc1ccc(CNC(=O)c2cc(SC)ccc2Cl)cc1OC	99.5	98.9	-2.2	106.3	13.0	7.2	103.4	94.3
COC(=O)Cn1c(=NC(=O)CCS(=O)(=O)c2ccccc2)sc2c(OC)ccc(OC)c21	112.9	94.7	-6.6	x	11.1	0.0	101.1	80.0
CC(C)c1nc(SCC(=O)Nc2ccc3c(c2)OCCO3)c2c(=O)n(C)c(=O)n(C)c2n1	112.6	102.2	5.6	97.5	-0.3	-2.5	103.9	104.5
O=C1c2cccc3cccc(c23)C(=O)N1CC1CCN(CC(O)COc2ccc3ccccc3c2)CC1 (stereo unspecified)	103.4	103.7	-0.6	108.7	-1.9	4.4	110.7	115.5
COc1cccc(NC(=O)c2cccc(C(=O)Nc3cccc(OC)c3)n2)c1	105.3	98.8	-6.5	100.7	24.6	-2.7	100.4	98.4
O=C(NCCO)C(=O)Nc1cc2c3c(c1)CCN3C(=O)CC2	95.9	91.8	7.5	95.2	2.6	-3.8	100.5	95.1
Cc1cc(NC(=O)c2ccc3c(c2)OCCO3)ccc1NC(=O)c1ccco1	96.0	100.0	6.1	100.3	-8.3	9.4	92.9	97.6
C=CCn1c(C(CCCC)CC(O)COCCC)n[nH]c1=S (stereo unspecified)	102.7	102.7	-21.0	98.0	-0.3	6.3	100.6	94.3
O=[N+]([O-])c1ccc(CN2CCOCCOCCOCC2)cc1	100.3	104.0	-8.9	108.7	0.0	3.6	95.6	96.9
COc1ccc(S(=O)(=O)Nc2nnc(C(C)(C)C)s2)cc1	103.7	105.3	-2.7	98.6	-0.9	-11.2	93.8	111.6
CCOc1ccc(Br)cc1S(=O)(=O)NC1=NCCCCC1	93.2	99.2	-0.1	98.5	0.2	11.8	103.5	107.6
O=C1/C(=C/c2cccc(Br)c2)SC(=S)N1CCC(=O)N(CCO)c1ccccc1	104.8	116.1	-3.4	95.5	0.5	-0.1	97.4	100.6
O=C(COc1cc(=O)n2c(n1)SCCC2)c1ccccc1	92.3	100.2	-4.7	98.6	11.5	8.5	104.8	92.6
CC1CCCN(CCCNC(=O)c2coc3nc4ccccc4nc23)C1 (stereo unspecified)	99.0	99.0	-5.1	105.1	33.1	-11.1	102.0	104.8
Cc1ccccc1NC(=S)N(Cc1cccs1)C1CCCC1	100.5	100.2	3.8	100.0	-2.7	-1.4	103.0	91.7
C=CCC[C@H](Cc1ccc(F)cc1)C(=O)O[C@H](CNC(=O)[C@@H](CC=C)CC(=O)N(CCO)Cc1ccccc1)c1ccccc1	88.1	93.8	2.7	82.0	-0.2	-0.2	82.4	85.8
COc1ccc(NC(=O)Cc2c(C)n(C(=O)c3ccc(Cl)cc3)c3ccc(OC)cc23)cc1	96.0	103.9	2.9	98.5	9.4	5.2	99.5	100.0

Other compounds.
SMILES	RPL19A TOR yeast	MEP2-GFP yeast	procasp7 counter	CIT2 TOR yeast	AHR activator	proCasp3 act	AGP1 TOR yeast	LAP4-GFP MLPCN
CN(C)C(=O)CN(c1ccc2c(c1)OCO2)S(C)(=O)=O	105.1	102.8	1.9	101.2	-0.3	1.7	101.9	104.6
O=C(CCNS(=O)(=O)c1cccc2nsnc12)NCc1cccs1	102.0	126.8	5.2	111.5	-0.3	5.2	105.2	104.3
Oc1ccccc1-c1cc(C(F)(F)F)nc(-c2ccccc2)n1	98.3	101.1	4.0	95.5	11.0	0.0	101.8	106.4
Cc1ccc2oc(=O)c3cnn(CC(=O)NCCN(C)C)c3c2c1	100.2	105.8	4.9	101.8	-0.3	5.0	101.9	117.5
COCc1[nH]nc2c1C1(CCSCC1)C(C#N)=C(N)O2	103.7	106.0	-7.1	108.9	-1.7	-5.2	106.5	105.5

4 entries from above, with two lines to a compound.
Values run as follows: RPL19A TOR yeast, MEP2-GFP yeast, procasp7 counter, CIT2 TOR yeast, AHR activator, proCasp3 act, AGP1 TOR yeast, LAP4-GFP MLPCN
- CN(C)C(=O)CN(c1ccc2c(c1)OCO2)S(C)(=O)=O
 : 105.1, 102.8, 1.9, 101.2, -0.3, 1.7, 101.9, 104.6
- O=C(CCNS(=O)(=O)c1cccc2nsnc12)NCc1cccs1
 : 102.0, 126.8, 5.2, 111.5, -0.3, 5.2, 105.2, 104.3
- Oc1ccccc1-c1cc(C(F)(F)F)nc(-c2ccccc2)n1
 : 98.3, 101.1, 4.0, 95.5, 11.0, 0.0, 101.8, 106.4
- Cc1ccc2oc(=O)c3cnn(CC(=O)NCCN(C)C)c3c2c1
 : 100.2, 105.8, 4.9, 101.8, -0.3, 5.0, 101.9, 117.5
